Screening results from PubChem.
hERG WT inh: KCNH2 (human, wildtype) channel inhibition. 340,000 compounds, 0.37% hits. activity change, % at 1.84 µM. U2OS, BacMam KCNH2, thallium flux FluxOr; stronger effect = lower value. Q12809;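 active = maximum activity change below -70%; inconclusive = maximum activity change between -70% and -50%; inactive = maximum activity change above -50%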
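U2OS cells transduced with wild-type KCNH2 virus are loaded with FluxOr dye for 45 min, and thallium flux is measured in kinetic reads before and after stimulation buffer. Rate constants are normalized to DMSO controls.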
USP2a inh: USP2a (human) protease inhibition | 330,000 compounds, 0.01% hits | Potency, µM (highest dose often 38.3 µM), for inactives: at the top dose activity change, negative = inhibition, actives largely listed as inhibitors | O75604 | USP2 core, Ub-CHOP2 coupled fluorogenic reporter, 485/531;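 note: potency is the fitted concentration of half-maximal effect; plate controls were DMSO wells for no effect and full inhibition by NEM control for full effect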
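USP2 core (10nM final) preincubated 30min RT with compound in 20mM Tris-HCl pH 8.0, 2mM CaCl2, 2mM beta-mercaptoethanol, 0.05% CHAPS; 25nM Ub-CHOP2 plus 25nM reporter substrate added, fluorescence (Ex485/Em531) read after 60min.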
Eya2 inh: inhibitors of human Eya2 phosphatase activity | O00167 | recombinant Eya2, OMFP fluorescence dephosphorylation (OMFP is methylfluorescein phosphate) | Potency, µM (titrated, usually from 76.9 µM), for the others: at the top dose activity, negative = inhibition, most hits filed as inhibitors | 330,000 compounds, 0.006% hits | AID 488837; note: potency is the fitted concentration of half-maximal effect
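Eya2 (0.2 uM) preincubated 10 min at ambient with compound, then OMFP substrate added at 50 uM; 10 min reaction in 50 mM HEPES pH 7.5, 50 mM NaCl, 5 uM MgCl2, 0.05% BSA, 1 mM DTT. Fluorescence read at Ex 485/Em 525 nm.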
KCNH2 3.1 block: inhibitors of human KCNH2 3.1 potassium channel isoform | activity change, % (tested at about 1.8 µM) | U2OS KCNH2 3.1, thallium flux FluxOr; stronger effect = lower value | 340,000 compounds, 0.95% hits;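 active = maximum activity change below -70%; inconclusive = maximum activity change from -70% to -50%; inactive = maximum activity change above -50%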;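 note: thallium influx rate constant from kinetic fluorescence after stimulation buffer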
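Virally transduced U2OS (3.1 isoform, 4 h infection in dark at RT) → overnight 37 C → FluxOr + Red40 in HBSS/HEPES, 45 min → stimulation buffer, 2 min kinetic read → rate constant vs DMSO controls.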
FBPA coupling cs: counter-screen for Giardia aldolase inhibitors: coupling enzyme system; coupling enzyme system counterscreen, AmpLite Red fluorescence; activity change, negative = inhibition, % at 58.2 µM, hits read low; 290,000 compounds, 0.67% hits; AID 2472; in the data active = activity change below about -30%
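Coupling enzymes only (glyceraldehyde-3-phosphate) + compound, at 57.5 uM final, 10 min RT; add substrate/coupling/AmpLite Red mix, 20 min RT; fluorescence ex 525/em 598 nm. Actives flag coupling-system interference.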
PKM2 activator: PKM2 (human) enzyme activation; purified PKM2, Kinase-Glo ATP luminescence, activation; response scale: 0% is enzyme alone, no compound; Potency, µM (series often up to 57.5 µM), for the others: top-dose activation, usual class: activators; 260,000 compounds, 0.34% hits; AID 1631; note: potency is the fitted concentration of half-maximal effect; nearly all actives have a fitted effect of over 55% in size
Target sequence (P14618 whole entry, looked up): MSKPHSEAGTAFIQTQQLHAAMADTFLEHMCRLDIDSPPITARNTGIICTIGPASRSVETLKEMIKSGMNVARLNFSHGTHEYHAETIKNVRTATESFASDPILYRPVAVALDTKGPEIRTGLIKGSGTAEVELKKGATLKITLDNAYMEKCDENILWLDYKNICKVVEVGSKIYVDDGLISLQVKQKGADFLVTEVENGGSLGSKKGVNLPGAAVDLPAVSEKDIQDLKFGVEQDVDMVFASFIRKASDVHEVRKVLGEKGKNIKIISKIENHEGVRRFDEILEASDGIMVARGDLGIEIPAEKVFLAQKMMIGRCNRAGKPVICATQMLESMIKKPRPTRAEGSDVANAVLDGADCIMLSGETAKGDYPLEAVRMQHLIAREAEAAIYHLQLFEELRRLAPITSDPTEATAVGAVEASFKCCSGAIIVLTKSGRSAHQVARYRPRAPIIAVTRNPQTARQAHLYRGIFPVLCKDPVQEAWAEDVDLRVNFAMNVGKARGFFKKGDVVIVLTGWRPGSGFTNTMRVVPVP
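hPK-M2, >95% pure; 0.1 mM ADP / 0.5 mM PEP final; imidazole pH7.2 buffer w/ 7 mM MgCl2, 50 mM KCl; 1 h RT; Kinase-Glo lum. Intermediate enzyme activity for dual inhibitor/activator qHTS.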
Chronic BCR inh: chronic active BCR signaling inhibition; AID 493014; ABC-DLBCL IkBa-CBG/CBR reporter, luminescence ratio, 4 h; 340,000 compounds, 0.05% hits; Potency, µM (highest dose often 46.1 µM), inactives show top-dose ratio change, negative = lower green/red ratio, actives largely listed as inhibitors; active = well fitted inhibition curve with a large enough effect in the signal ratio, with a control signal flat, not every such curve was filed as active; inconclusive = small, poorly fitted or top-dose-only effect, or effect the other way, or a change in a side signal; the % refers to the signal ratio;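 note: potency is the fitted concentration of half-maximal effect; plate controls were basal doxycycline-induced cells for no effect and cells given 10 µM MG132 for full effect; MG132 reads +100%, hits lower the ratio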
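TMD8 ABC-DLBCL cells carrying doxycycline-inducible green luciferase fused to IkappaBalpha plus unfused red luciferase were exposed to compounds (up to 46 uM) for 4 hrs at 37C. Activity came from the overlap-corrected green/red luminescence ratio.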
B2AR arrestin: agonists driving beta-arrestin recruitment to human beta2-adrenergic receptor; beta-arrestin recruitment to beta2AR, cell-based reporter; P07550; 330,000 compounds, 0.02% hits; Potency, µM (doses to about 46.1 µM), for the others: top-dose activation, usual class: activators; AID 492947;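 note: potency is the fitted concentration of half-maximal effect; 0% = DMSO controls and full agonism = EC100 isoproterenol or metaproterenol; nearly all actives have a fitted effect of over 65% in size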
uPA generation: cell surface uPA generation inhibition. AID 540303. Potency, µM (titrated, usually from 38.3 µM), for the others: at the highest dose activity change, negative = inhibition, usual class: inhibitors. cell surface uPA generation assay, qHTS. 330,000 compounds, 0.31% hits; active = well fitted inhibition curve with a large enough effect; inconclusive = small, poorly fitted or top-dose-only effect; inactive = no such curve, though single readings can be large or run the other way; tested in mouse RAW 264.7 cells; note: potency is the fitted concentration of half-maximal effect; nearly all actives have a fitted effect of over 55% in size
GALK inhibitor: galactokinase (human) inhibition; Purified GALK, Kinase-Glo residual ATP luminescence; Potency, µM (top dose mostly 57.5 µM), inactives show at the top dose activity change, negative = inhibition, usual class: inhibitors; 270,000 compounds, 0.007% hits; AID 1868; note: potency is the fitted concentration of half-maximal effect
Target sequence (P51570 whole entry, looked up): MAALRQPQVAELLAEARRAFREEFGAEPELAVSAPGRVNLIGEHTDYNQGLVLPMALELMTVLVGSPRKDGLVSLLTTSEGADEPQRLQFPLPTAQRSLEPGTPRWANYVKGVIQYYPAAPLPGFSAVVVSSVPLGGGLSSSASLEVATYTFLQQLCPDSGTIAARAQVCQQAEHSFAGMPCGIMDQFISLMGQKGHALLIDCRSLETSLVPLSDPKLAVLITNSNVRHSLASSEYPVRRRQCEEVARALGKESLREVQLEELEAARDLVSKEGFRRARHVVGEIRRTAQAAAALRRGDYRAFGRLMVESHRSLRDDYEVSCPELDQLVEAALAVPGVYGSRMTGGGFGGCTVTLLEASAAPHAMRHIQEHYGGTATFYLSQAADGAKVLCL
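Luminescence from leftover ATP (Ultra-Glo luciferase/luciferin) served as read-out after a 1 h room-temperature reaction of 5 nM GALK with 35 uM ATP and 100 uM galactose.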
Giardia killer: kills Giardia lamblia | Giardia lamblia trophozoite viability | activity change, % at 7.66 µM, hits read low | 340,000 compounds, 0.15% hits; in the data active = activity change below about -80%; inconclusive = between about -30% and that limit;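 note: parasites exposed to compound for two days anaerobically before the ATP read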
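Trophozoites 100 cells/well + cpd; 48 hrs, 37 deg C, anaerobic. ATPLite 1-Step added, 15-30 min RT, luminescence read (ATP-based viability).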
Active calls of the source: *; u = inconclusive; x = no result given. Unless noted, calls come from the whole dose curve; as a rule, active = well fitted curve in the direction sought with a large enough effect; inconclusive = small, poorly fitted or top-dose-only effect, or another doubt; inactive = no such curve, though single readings can be large; an effect the other way counts as inactive or inconclusive. Unless noted, % is set by controls: 0 for no effect and ±100 for the full control effect.

SMILES	hERG WT inh	USP2a inh	Eya2 inh	KCNH2 3.1 block	FBPA coupling cs	PKM2 activator	Chronic BCR inh	B2AR arrestin	uPA generation	GALK inhibitor	Giardia killer
CCOc1ccccc1NC(=O)CN1C(=O)C(=O)N(Cc2ccco2)C1=O	10.8	1.9%	-3.7%	3.9	2.6	-0.5%	2.4%	0.2%	-0.6%	-0.4%	-3.6
Cc1cc(NC(=O)CSCc2nc(-c3cccc(F)c3)oc2C)no1	-8.3	1.4%	1.5%	-20.4	2.0	-7.2%	1.3%	0.4%	1.8%	1.9%	-11.3
CCOC(=O)C1(Cc2cccc(F)c2)CCN(C(=O)Cc2cccnc2)CC1	2.0	2.9%	6.3%	10.5	0.4	-3.1%	-1.5%	0.6%	4.1%	2.7%	20.4
COC(=O)c1nc(-n2nc(C)cc2C)ccc1Cl	-38.4	-1.7%	-24.5%	5.2	-0.9	1.8%	u	0.0%	x	-0.3%	-16.9
CCOC(=O)c1ccc(Nc2c(CC)c(C)nc3ncnn23)cc1	10.4	0.2%	-4.8%	-0.8	0.9	-5.3%	2.2%	-0.5%	1.0%	0.6%	-12.7
O=C(NC(=S)Nc1cc(Cl)ccc1N1CCOCC1)c1ccc(-c2cccc(Cl)c2)o1	21.5	-0.9%	8.4%	-8.7	2.8	0.6%	4.1%	-0.2%	x	-2.0%	-7.6
CCN(CC)C(=O)CCC(=O)Nc1ccc(C(=O)OC)cc1	7.7	-0.5%	8.8%	-8.2	1.3	-0.8%	u	0.4%	6.9%	-2.6%	-11.3
Cc1n[nH]c(=S)n(NC(=O)/C=C/C(=O)Nn2c(=S)[nH]nc(C)c2=O)c1=O	2.1	1.5%	4.8%	10.0	-0.3	u	6.7%	0.1%	3.3%	-0.8%	3.0
Cc1ccc(S(=O)(=O)CCC(=O)OCC(=O)NC(N)=O)cc1	3.7	1.9%	11.3%	10.7	3.2	0.5%	-1.4%	-0.4%	2.6%	-0.8%	-13.5
CC(C)(C)OC(=O)N1CCC(CNC(=O)c2ccc(F)cc2)CC1	-0.8	-3.1%	8.5%	-10.0	0.4	-1.2%	2.9%	-0.2%	-4.3%	-1.0%	-0.7
COc1ccc2[nH]c3c(c2c1)CCN1C(=O)C(CC(=O)NCCN2CCOCC2)C[C@H](C(=O)N2CCOCC2)[C@@]31C (some centres not stated)	4.5	-0.3%	-2.5%	-1.3	x	x	1.6%	0.9%	8.0%	x	-5.5
CCOc1ccc2oc(C(=O)NCC(c3ccco3)N(C)C)c(C)c2c1 (configuration not stated)	6.3	1.4%	25.0%	2.7	x	x	-0.4%	-0.3%	5.7%	x	-18.9
C1=CN2CCC1C(c1ccccc1)C2 (configuration not stated)	-2.7	-1.0%	-9.3%	-10.1	1.7	-1.4%	-1.3%	0.0%	5.6%	-1.1%	-24.7
Nc1nonc1-n1nnc(C(=O)N/N=C/c2ccc(OCc3ccccc3)cc2)c1CN1CCCCC1	6.4	0.3%	8.7%	-98.1*	-0.4	x	1.0%	-0.1%	-20.4%	3.7%	-10.1
COC(=O)CN1C(=O)COc2ccc(S(=O)(=O)N3CCCC3)cc21	-16.5	-3.2%	3.1%	-11.9	-1.3	x	-0.2%	0.7%	5.8%	8.9%	10.5
COC(=O)c1c(C)[nH]c(C(=O)C(C)OC(=O)c2c(C)noc2C)c1C (configuration not stated)	-4.8	0.6%	1.1%	18.8	x	x	u	-0.1%	0.9%	x	1.0
COc1cccc(OCc2cc(C(=O)N(C)C3CCOCC3)no2)c1	-5.0	0.9%	4.6%	-2.6	x	-9.8%	-2.8%	-0.6%	-11.4%	-2.0%	14.5
CCCCn1[nH]c(-c2ccccc2)cc1=O	-4.5	0.0%	1.9%	-12.0	-1.5	-19.7%	u	8.2%	4.8%	-0.4%	-9.9
O=C(C1COc2ccccc2O1)N1CCN(c2ccccc2O)CC1 (configuration not stated)	1.1	2.5%	-3.8%	-6.6	x	x	u	0.2%	-18.7%	x	-1.9
CC(C)C[C@H]1CN=C(Nc2ccccc2)N1CCCC1CCCCC1	9.2	-1.3%	7.4%	-41.2	-2.2	10.2%	u	0.2%	-25.8%	x	-6.0
CCCCCCNC(=O)c1c(O)c2cccc3c2n(c1=O)CCC3	0.9	3.3%	-23.1%	21.2	-0.2	-2.1%	u	-0.3%	5.8%	-2.5%	-20.7
Nc1cc2nc[nH]c2cc1N	0.5	-0.1%	-3.8%	-1.5	-16.3	-1.5%	-0.4%	0.4%	2.5%	1.0%	-6.2
COc1ccc(CC(=O)Nc2cc3oc4ccccc4c3cc2OC)cc1	-4.3	3.6%	-5.4%	4.5	0.6	-1.0%	11.1%	3.1%	3.1%	x	6.5
O=C(CSc1nnc(Cc2cc(=O)[nH]c(=O)[nH]2)n1-c1ccc(F)cc1)N1CCCCC1	-1.8	2.1%	-10.7%	4.7	4.5	-4.6%	-0.5%	0.2%	5.5%	1.5%	16.9
Cc1ccc(C(=O)N2CC(=O)Nc3ccc(F)cc3C2c2ccccc2)cc1[N+](=O)[O-] (configuration not stated)	24.5	-0.5%	-4.4%	7.9	0.9	10.0%	8.9%	-0.6%	-7.6%	-0.4%	5.1
Following part.
SMILES	hERG WT inh	USP2a inh	Eya2 inh	KCNH2 3.1 block	FBPA coupling cs	PKM2 activator	Chronic BCR inh	B2AR arrestin	uPA generation	GALK inhibitor	Giardia killer
CCN(CC)c1ccc(NC(=O)CSc2nc3nc(C)cc(C)c3c(=O)[nH]2)cc1	-5.2	-0.1%	11.1%	34.2	x	x	u	0.1%	-3.0%	x	-2.8
CCOc1ccc(-c2nnc(-c3ccncc3)o2)cc1OCC	-1.2	3.2%	-1.4%	2.4	-0.5	-0.8%	-0.7%	0.2%	-1.5%	-2.4%	-18.6
CCC(=O)Nc1ccc2c(c1)ncn2-c1ccccc1	-6.9	-1.6%	-29.9%	5.9	2.8	-0.8%	-28.9%	-0.3%	-3.4%	-0.3%	-3.7
NC(=O)CSc1nc2sc(-c3ccccc3)cc2c(=O)n1N	1.7	0.4%	6.2%	24.0	3.2	12.8%	-1.6%	-0.1%	-4.2%	x	-13.7
c1ccc2cc(CCCc3cc4ccccc4cn3)ncc2c1	-7.3	0.8%	-5.6%	-35.0	x	x	u	0.4%	11.7%	x	2.9
COc1cccc(-c2csc(NNC(=O)c3cccs3)n2)c1	-0.4	2.3%	-1.4%	19.8	4.7	7.7%	-14.5%	0.1%	4.7%	1.9%	-12.9
COc1cc(C(F)(F)F)c(C(=O)N(C)Cc2cc(Cl)cc(Cl)c2)cn1	14.9	0.6%	1.9%	16.3	-0.8	2.2%	-12.8%	0.0%	3.1%	-1.7%	-17.7
O=C(NCCN1CCCC1=O)C1CCC(=O)N(CCc2ccc(Cl)cc2)C1 (configuration not stated)	9.4	-1.9%	-14.1%	-18.2	0.5	-0.4%	-0.4%	2.8%	1.7%	1.1%	1.7
Fc1ccc(NC(=S)NCCc2ccc(Cl)cc2)cc1	-4.1	0.7%	-17.4%	22.1	3.1	2.4%	6.7%	-2.5%	4.5%	2.0%	8.3
Cc1nn(C)cc1C(C(=O)NC1CCCCC1)N(C(=O)Cn1nnc2ccccc21)c1ccc(F)cc1 (configuration not stated)	3.4	-5.4%	10.2%	20.2	2.9	-5.9%	0.7%	-0.2%	14.1%	-0.1%	9.7
C=C(C)CN(CC)c1nc(N)c2c(N)nc3c(c2c1C#N)CC(=O)N3C12CC3CC(CC(C3)C1)C2	-7.4	2.7%	-0.7%	21.9	-2.1	-2.4%	u	3.1%	-12.5%	-0.1%	4.4
CCOc1ccc(-n2c(=O)c3sccc3n(Cc3ccc(C)cc3)c2=O)cc1	0.2	-2.6%	3.8%	14.7	5.3	-1.5%	-24.4%	-0.7%	11.0%	3.1%	6.4
COc1cc(C(=O)Nc2ccc(Cl)c(C(F)(F)F)c2)cc(OC)c1OC	-0.6	-5.3%	-5.1%	8.3	-3.7	-4.8%	-0.1%	-0.4%	-2.7%	0.5%	-3.7
CC(C)Oc1ccccc1-c1nc(SCC(=O)O)n[nH]1	5.8	0.1%	19.1%	3.1	7.4	-8.9%	-2.2%	-0.2%	1.1%	0.3%	29.5
O=c1c2sc(-c3ccccc3)cc2nc2n1CCCCC2	-1.2	0.4%	2.6%	3.9	-3.0	-10.0%	u	0.4%	-0.2%	1.9%	-6.0
Cc1nc(N2CCOCC2)c2c(C)c(C(=O)Nc3ccccc3Cl)sc2n1	-6.6	4.0%	-2.3%	4.1	2.1	-1.8%	3.2%	0.2%	2.1%	0.1%	4.5

2 compounds from above, showing only PKM2 activator and Giardia killer:
Molecule	PKM2 activator	Giardia killer
CCC(=O)Nc1ccc2c(c1)ncn2-c1ccccc1	-0.8%	-3.7
C1=CN2CCC1C(c1ccccc1)C2 (configuration not stated)	-1.4%	-24.7
